# Source: PubChem (The Scripps Research Institute Molecular Screening Center)
# GBA activity up – enhancers of human beta-glucosidase activity in Gaucher fibroblasts. activation, % at 10 µM. actives 0.44% (n = 30,000). L444P Gaucher fibroblasts, 4-MU-glucoside fluorescence, 3 days. P04062. AID 784; in the data active = activation above about 65%;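 note: 0% = vehicle wells and 100% = positive control wells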
# Target sequence (P04062 whole entry L483P): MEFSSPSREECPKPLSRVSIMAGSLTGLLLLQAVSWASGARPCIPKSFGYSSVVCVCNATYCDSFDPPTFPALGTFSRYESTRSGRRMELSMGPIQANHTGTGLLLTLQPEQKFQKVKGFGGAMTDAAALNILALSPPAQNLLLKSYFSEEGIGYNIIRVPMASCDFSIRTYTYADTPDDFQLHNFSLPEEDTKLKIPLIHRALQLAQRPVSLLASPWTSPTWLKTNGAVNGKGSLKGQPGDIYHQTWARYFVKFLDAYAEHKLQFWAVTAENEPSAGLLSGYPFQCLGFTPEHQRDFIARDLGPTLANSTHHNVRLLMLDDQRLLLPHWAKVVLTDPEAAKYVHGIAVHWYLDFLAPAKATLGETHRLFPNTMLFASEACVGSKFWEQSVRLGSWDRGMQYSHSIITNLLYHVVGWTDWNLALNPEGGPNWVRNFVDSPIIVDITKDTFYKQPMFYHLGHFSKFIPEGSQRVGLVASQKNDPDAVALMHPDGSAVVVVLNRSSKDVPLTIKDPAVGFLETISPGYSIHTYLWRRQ
# * = called active by the depositor. An excerpt; count on the stated rates, not on these rows.
SMILES,GBA activity up
O=C(O)c1cccc(S(=O)(=O)Nc2ccc3oc(=O)sc3c2)c1,29
Cc1ccc2nc3c(cc2c1)CN(Cc1ccco1)C(=NCC1CCCO1)S3 (stereo not given),-89
COc1ccc(NC(=O)C2CCCN(S(=O)(=O)c3c(C)n[nH]c3C)C2)cc1 (stereo not given),2
OCCN(Cc1ccccc1)CC1CC2C=CC1C2 (stereo not given),19
Cc1cc(Br)ccc1NC(=O)CCN1C(=O)c2ccncc2C1=O,-4
CC(Sc1nc(N)cc(=O)[nH]1)C(=O)NC1CCCCC1 (stereo not given),-16
Cc1nnc(SCC(=O)N2CCOCC2)n1C,-9
CCOC(=O)C1CCN(C(=O)c2cccnc2)CC1,2
COc1cccc(NC(=O)C2CCN(S(C)(=O)=O)CC2)c1,-10
Cc1ccc(-n2ncc3c(=O)[nH]c(SCC(=O)N4CCN(c5ccccc5)CC4)nc32)cc1,-10
CC(=O)Nc1ccc(S(=O)(=O)N2CCSC2c2ccccc2)cc1 (stereo not given),-37
CC(C)C(=O)Nc1ccc(NC(=O)c2cc3ccccc3o2)cc1,2
O=C(CC1COc2ccccc2O1)NC1CCCCC1 (stereo not given),-57
CC1CCCCC1NC(=O)Cn1nnc(-c2ccc(Cl)cc2)n1 (stereo not given),-11
Cc1nn(-c2ccccc2)c2c1C(c1c(C)[nH]c(C#N)c1C)C(C#N)=C(N)O2 (stereo not given),2
CCC1Oc2ccc(C)cc2N(Cc2cccc(C)c2)C1=O (stereo not given),33
COCCN1Cc2cccc(C(=O)Nc3cccnc3)c2C1=O,5
COc1ccc(NC(=O)CN2CCN(C3c4ccccc4-c4ccccc43)CC2)c(OC)c1,-17
Cc1cccc(C)c1OCC(=O)Nc1cccc(NC(=O)c2ccco2)c1,-27
Cc1ccc(S(=O)(=O)Cn2nnnc2CN(Cc2ccco2)Cc2cccs2)cc1,-2
CC(OC(=O)c1cc2sccc2n1C)C(=O)NCc1ccc2c(c1)OCO2 (stereo not given),-1
O=C(Nc1cccnc1)c1cccs1,45
COc1cc(/C=N/n2cnnc2)ccc1OC(=O)c1ccncc1,10
Cc1cnc(NC(=O)c2ccco2)s1,9
COc1ccc(N2C(=O)CCC(C(=O)Nc3cccc(C)n3)C2c2ccc(OC)c(OC)c2)cc1 (stereo not given),-4
CCc1c(C)nc(SCCOc2ccc(OC(C)C)cc2)[nH]c1=O,5
COc1ccc(C(c2nnnn2C(C)(C)C)N2CCN(C)CC2)cc1OC (stereo not given),11
CC1CCN(CC(=O)N2c3ccccc3CCc3ccccc32)CC1,-13
O=C(NCc1cccnc1)C1c2ccccc2C(=O)N1Cc1ccco1 (stereo not given),-16
Cc1ccc(-n2ncc(C(=O)NCc3ccc4c(c3)OCO4)c2NC(=O)c2ccco2)cc1C,-28
O=C(O)c1cc(NS(=O)(=O)c2cccc3ccccc23)ccc1O,-2
O=C(OCN1C(=O)c2ccccc2C1=O)c1ccc2c(=O)n3c(nc2c1)CCC3,-24
Cc1ccc2nc(NCCO)nc(-c3ccccc3)c2c1,28
COc1ccc(C(=O)CSc2nnc(-c3ccoc3C)n2CC2CCCO2)cc1 (stereo not given),-7
Cc1cccc(OCC(=O)N(Cc2cccs2)C2CCS(=O)(=O)C2)c1 (stereo not given),4
Cc1cccn2c(=O)c3cc(C#N)c(=NC(=O)c4ccncc4)n(CCCOC(C)C)c3nc12,-7
CC(=O)Nc1cc(C(=O)N2CCCC2)ccc1S(=O)(=O)c1ccc(C)cc1,-11
COC1=C(OC)c2ccccc2C(C(=O)O)N/C1=C(/C)Nc1ccncc1 (stereo not given),-41
CCOc1ccc(C(C)=O)cc1N1C(=O)C2C3C=CC(O3)C2C1=O (stereo not given),-106
O=C(NS(=O)(=O)c1ccc(NC(=O)C2CCCO2)cc1)c1ccccc1 (stereo not given),6
CCOc1ccc(-c2nnn(CC(=O)Nc3cccc(OC)c3)n2)cc1OCC,12
O=C(Nc1cc(C(F)(F)F)ccc1N1CCCC1)c1cccnc1,-11
CC(NC(=O)Nc1ccccn1)N1C(=O)C2C3C=CC(C3)C2C1=O (stereo not given),0
CCCOC(=O)c1ccc(Oc2cn[nH]c2-c2ccc(OC)cc2O)cc1,-63
O=C(COC(=O)C1(c2ccccc2F)CCCC1)NC1CCS(=O)(=O)C1 (stereo not given),-18
O=C(Nn1cc(C(=O)N2CCN(c3ccccc3F)CC2)c2ccccc2c1=O)c1cnccn1,-52
CNC(=O)C1CC(=O)N(c2ccc(F)c(Cl)c2)C1 (stereo not given),-4
CC1(C)CC2(CCO1)N1CC3(C)CN2CC(C)(C1)C3O (stereo not given),1
O=C(COc1ccc(F)cc1Br)NCc1ccccn1,11
CC(C)=CC(=O)Nc1ccc2c(c1)OCO2,-1
Cc1cccc(OCCOCCSc2ncccn2)c1,-9
O=C(COC(=O)c1cccnc1Nc1ccccc1F)NCc1ccc2c(c1)OCO2,-11
Cc1cc(C)nc(-n2nc(C)cc2NC(=O)COC(=O)CCC(=O)c2cccs2)n1,-15
O=C(CN1C(=O)c2cccc3cccc1c23)N1CCc2ccccc2C1,-2
COc1ccc(CCNC(=O)c2cc(-c3cccs3)on2)cc1OC,-10
O=C(NCSc1ccncn1)c1ccccc1,-14
CCN(CC)CCCN1C(=O)C(O)=C(C(=O)c2cc3ccccc3o2)C1c1ccccn1 (stereo not given),-12
Cc1ccccc1-c1nc2cc(N)ccc2o1,-14
C=CCNC(=O)CN1CCC(O)(c2ccccc2)CC1,22
O=c1c2c3nc4ccccc4nc3n(/N=C/c3cccs3)c2ncn1-c1ccccc1,-40

# Next part:
SMILES,GBA activity up
COc1cc2c(cc1OC)/C(=C/C(=O)N1CCOCC1)NC(C)(C)C2,-4
O=C(NCc1ccco1)c1ccccc1Br,-26
CC1(C)Cc2ccccc2C(=NCCCC(=O)O)N1,15
COc1ccc(-c2sccc2C(C)C(=O)O)cc1 (stereo not given),-14
CS(=O)(=O)Nc1ccc(C(=O)NCCC2=CCCCC2)cc1,-41
COC(=O)c1nc(NC(=O)c2ccc(Cl)cc2)n[nH]1,-2
COCCNC(=O)C(c1ccc(C)o1)N(CC1CCCO1)C(=O)Cn1nnc2ccccc21 (stereo not given),7
CCOC(=O)N1CCN(S(=O)(=O)c2ccc3c(c2)SC(C)C(=O)N3)CC1 (stereo not given),5
O=C(O)CS(=O)(=O)c1ccc(Oc2ccc(S(=O)(=O)CC(=O)O)cc2)cc1,-12
O=C(CCN1C(=O)C2C3C=CC(C3)C2C1=O)Nc1c(F)cc(F)cc1Br (stereo not given),-15
COCC(=O)Nc1nnc(Cc2ccc(OC)c(OC)c2)s1,30
CC(=O)C(Sc1ncnc2c1nnn2-c1ccc(F)cc1)C(=O)N(C)C (stereo not given),6

# Another view of part of the listing above:
compound | GBA activity up
Cc1cccc(OCCOCCSc2ncccn2)c1 | -9
O=C(COC(=O)c1cccnc1Nc1ccccc1F)NCc1ccc2c(c1)OCO2 | -11
Cc1cc(C)nc(-n2nc(C)cc2NC(=O)COC(=O)CCC(=O)c2cccs2)n1 | -15
O=C(CN1C(=O)c2cccc3cccc1c23)N1CCc2ccccc2C1 | -2
COc1ccc(CCNC(=O)c2cc(-c3cccs3)on2)cc1OC | -10
O=C(NCSc1ccncn1)c1ccccc1 | -14
CCN(CC)CCCN1C(=O)C(O)=C(C(=O)c2cc3ccccc3o2)C1c1ccccn1 (stereo not given) | -12
Cc1ccccc1-c1nc2cc(N)ccc2o1 | -14
C=CCNC(=O)CN1CCC(O)(c2ccccc2)CC1 | 22
O=c1c2c3nc4ccccc4nc3n(/N=C/c3cccs3)c2ncn1-c1ccccc1 | -40
COc1cc2c(cc1OC)/C(=C/C(=O)N1CCOCC1)NC(C)(C)C2 | -4
O=C(NCc1ccco1)c1ccccc1Br | -26
CC1(C)Cc2ccccc2C(=NCCCC(=O)O)N1 | 15
COc1ccc(-c2sccc2C(C)C(=O)O)cc1 (stereo not given) | -14
CS(=O)(=O)Nc1ccc(C(=O)NCCC2=CCCCC2)cc1 | -41
COC(=O)c1nc(NC(=O)c2ccc(Cl)cc2)n[nH]1 | -2
COCCNC(=O)C(c1ccc(C)o1)N(CC1CCCO1)C(=O)Cn1nnc2ccccc21 (stereo not given) | 7
CCOC(=O)N1CCN(S(=O)(=O)c2ccc3c(c2)SC(C)C(=O)N3)CC1 (stereo not given) | 5
O=C(O)CS(=O)(=O)c1ccc(Oc2ccc(S(=O)(=O)CC(=O)O)cc2)cc1 | -12
O=C(CCN1C(=O)C2C3C=CC(C3)C2C1=O)Nc1c(F)cc(F)cc1Br (stereo not given) | -15
COCC(=O)Nc1nnc(Cc2ccc(OC)c(OC)c2)s1 | 30
CC(=O)C(Sc1ncnc2c1nnn2-c1ccc(F)cc1)C(=O)N(C)C (stereo not given) | 6

# The listing continues:
SMILES,GBA activity up
CCOC(=O)c1c(C)[nH]c(C(=O)CN2CC(C)OC(C)C2)c1C (stereo not given),-8
C=CCn1c(C(C)NC(=O)CC)nc2ccccc21 (stereo not given),-26
CC1(C)Oc2ccc(C(=O)N3CCCCC3)cc2N(CC(=O)NCc2ccccc2)C1=O,-23
O=C(CCNS(=O)(=O)c1ccc2c(c1)CCC(=O)N2)Nc1ccc2c(c1)OCCO2,9
CCSc1nnc(NC(=O)CSc2nccn2-c2cccc(C)c2C)s1,17
CC1(C)CC(=O)c2c(noc2-c2ccccc2)C1,19
COCCCNC(=O)c1cc2c(s1)CS(=O)(=O)C2,-48
COc1ccc(C)cc1NC(=O)c1cc2c(C)nc3ccccc3c2o1,-7
Cc1noc(C)c1C(=O)NC(C)C1CCCO1 (stereo not given),-44
O=C(CCCCn1c(=O)[nH]c2ccsc2c1=O)NCC1CCCO1 (stereo not given),7
CNC(=O)n1ccc(C(=O)N2CCCCC2)n1,9
CCN(C(=O)c1cn(C)c(=O)c2cc(OC)c(OC)cc12)c1ccccc1C,-44
O=C(CSCc1ccc(Cl)cc1)c1ccco1,-5
COc1ccc(Cn2nnnc2CN(Cc2cc3cccc(C)c3[nH]c2=O)C2CCCC2)cc1,-24
CCOc1ccc(NC(C)c2cc(Cl)ccc2O)cc1 (stereo not given),1
CCCSc1nc(C)cc(=O)[nH]1,-2
CCCCOC(=O)Cn1c(=N)n(CCC)c2ccccc21,-12
Cc1nc2ccc(S(=O)(=O)NCC(=O)NCCN3CCCCCC3)cc2s1,-7
Cc1ccc(Cn2ccc(NC(=O)c3cc(-c4ccco4)on3)n2)cc1,-2
O=C(NCCCN1CCOCC1)c1cc(-c2cccs2)on1,-12
Cc1nc(CC(=O)O)c(-c2ccccc2)s1,-2
Cc1ccc(C2CC(c3ccccc3OC(F)F)Nc3ncnn32)cc1 (stereo not given),-6
Cc1n[nH]c(C)c1CCc1nc2c3ccccc3nc(SCC(N)=O)n2n1,5
Cc1nc(SCC(=O)c2ccccc2)n[nH]1,21
Cc1nn(-c2ccccc2)c(C)c1NC(=O)c1cccs1,49
COc1ccccc1CNC(=O)CSc1nc(-c2ccccc2)cn1N,-7
COc1ccccc1-c1noc(-c2cc(OC)c(OC)c(OC)c2)n1,-1
O=C1CNC(=O)/C1=C\N1CCCCC1,-22
COCc1cc(=O)[nH]c(/N=C(\N)Nc2ccc(Oc3ccccc3)cc2)n1,11
Cc1cc(C(=O)Nc2c(F)cc(F)cc2Br)c(C)o1,2
COc1ccccc1-c1ccc(C(=O)O)o1,3
CCc1ccccc1NC(=O)CSc1nnc(-c2ccco2)n1N,-31
CN(C(=O)c1ccncc1)c1nnc(-c2ccccn2)s1,-4
Cc1cc(C)c(NC2=NCC(=O)N2C2CCCCC2)c(C)c1,30
CCOC(=O)Cn1c(=NC(=O)CSC(C)=O)sc2cc(OC)ccc21,-42
Cc1ccc(C(C(=O)NC2CCCCC2)N(CC2CCCO2)C(=O)CNC(=O)c2ccco2)cc1 (stereo not given),-3

# Fetched by compound from the entries so far, 2 records:
SMILES,GBA activity up
CC1(C)CC(=O)c2c(noc2-c2ccccc2)C1,19
Cc1cc(Br)ccc1NC(=O)CCN1C(=O)c2ccncc2C1=O,-4

# The list continues:
SMILES,GBA activity up
O=C(O)CNC(=O)C1COc2ccccc2O1 (stereo not given),-14
CC(=O)N1CCc2cc(S(=O)(=O)NCCC(=O)Nc3ccc4c(c3)OCCO4)ccc21,-3
CCC(C)N1C(=O)C2C(C(=O)Nc3cccc(OC)c3)C3C=CC2(O3)C1C(=O)NC1CCCCC1C (stereo not given),-9
Nc1nc(-c2cccs2)c(NC(=O)c2ccccc2)s1,1
Cc1ccc2oc3c(c(=O)c2c1)C(c1cccc(Br)c1)N(Cc1ccco1)C3=O (stereo not given),-57
COCCn1c(SCC(=O)N2CCCC2)nnc1C(C)C,15
Cn1c(=O)n(C)c(=O)n(CC(=O)N2CCCCC2)c1=O,-13
Cc1ccc2cc(C#N)c(N3CCCN(C(=O)C4CCCO4)CC3)nc2c1 (stereo not given),8
O=S(=O)(c1ccc(N2CCOCC2)cc1)N1CCOCC1,-14
c1ccc(-c2nnc3sc(-c4csc5c4CCCC5)nn23)cc1,49
O=C(NCCNC(=O)c1cccs1)c1ccco1,-72
Clc1ccc(-c2noc(CN3CCN(c4ccccc4)CC3)n2)cc1,-20
O=C(NCCN1CCOCC1)c1cc(-c2ccc(F)cc2)on1,0
CCN(CC)CCn1c(NCc2ccc(OC)cc2)nc2ccccc21,-33
COc1ccccc1NC(=O)C1=C(C)Nc2nc(-c3ccc(N(C)C)cc3)nn2C1c1ccncc1 (stereo not given),-9
CCn1cc(C(=O)NCCCN2CCC(C)CC2)c(=O)c2cc(S(=O)(=O)N3CCCC3)ccc21,11
O=C(NCc1ccc2c(c1)OCO2)C1CC(=O)N(C2CCCC2)C1 (stereo not given),-6
COCCn1c(CNc2ccc(F)cc2)nnc1SCC(=O)Nc1ccc(OC)cc1OC,-10
CC(C)(C)OC(=O)N1CCCC1C(=O)N1CCCC1C(=O)N1CCCC1C(=O)O (stereo not given),-4
O=C(CSc1ccccc1)Nc1ccc(S(=O)(=O)NCC2CCCO2)cc1 (stereo not given),-13
O=C(NCc1ccco1)C(c1cccnc1)N(C(=O)Cn1nnc2ccccc21)c1ccc(F)cc1 (stereo not given),-10
C1CCC2(CC1)C1=C(CCCC1)Nc1nnnn12,0
O=C(OCc1nc2ccccc2s1)c1ccc(Br)s1,-45
Clc1ccc(C2=CSC3=NCCN23)cc1Cl,2
Cc1cc(C)n(-c2c(F)c(F)c(CN3CCOCC3)c(F)c2F)n1,-12
COC(=O)c1ccccc1NC(=O)c1cncc(Br)c1,-2
COc1cccc(S(=O)(=O)Nc2cccnc2)c1,-19
CSCCC(NC(=O)c1cncc(Br)c1)C(=O)O (stereo not given),-18
CCOc1cc(/C=C(/C#N)c2ccc(F)cc2)ccc1OCc1ccc(C(=O)O)o1,4
